Source: PubChem (National Center for Advancing Translational Sciences (NCATS))
IMPase Li cell = qHTS Assay for Identifying the Cell-Membrane Permeable IMPase Inhibitors: Potentiation with Lithium; 210,000 tested, 0.35% active; CHO-M1 cells, IP1 TR-FRET (IP-One), carbachol + lithium; AID 1457, 2008; Potency, µM (doses to about 59.4 µM), inactives show at the highest dose activity, negative = IMPase inhibition, most hits filed as inhibitors;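 note: IP1 builds up when IMPase is blocked and the TR-FRET signal falls; potency is the fitted concentration of half-maximal effect; plate controls were basal vehicle for no effect and high inhibitor control for full effect; nearly all actives have a fitted effect of over 50% in size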
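IP1 accumulation measured by competitive TR-FRET in lysed CHO-M1 cells after 30 min compound exposure at 37C, with a small lithium addition to potentiate weak responses. Hill-equation AC50 from ratio and donor-channel data.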
Luc counter = Counterscreen for Luciferase (Kinase-Glo TM) Inhibition | Kinase-Glo luciferase, ATP luminescence, 8 min | Potency, µM (doses to about 38.3 µM), for inactives: at the highest dose activity change, negative = inhibition, usual class: inhibitors | 200,000 tested, 0.28% active | AID 1379, 2008; note: potency is the fitted concentration of half-maximal effect; % is set by controls: 0 for no effect and ±100 for the full control effect; nearly all actives have a fitted effect of over 60% in size
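Luminescence was the read-out, taken after 8-minute incubation at ambient temperature. Luciferase turned over luciferin with 10 uM ATP in imidazole pH 7.2 buffer containing KCl, MgCl2, Tween 20 and BSA.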
CBFb-RUNX1 inh = qHTS Assay for Compounds Blocking the Interaction Between CBF-beta and RUNX1 for the Treatment of Acute Myeloid Leukemia. 230,000 tested, under 10 active. AID 1477, 2009. Runt-related transcription factor 1 (Homo sapiens) + Core-binding factor subunit beta …. AlphaScreen CBFb-His/RUNX1-biotin binding, biochemical. Potency, µM (titrated, usually from 59.8 µM), without a hit: top-dose activity, negative = inhibition, usual class: inhibitors; note: % of control where 0% means no effect
Target sequence (Q01196 whole entry, looked up): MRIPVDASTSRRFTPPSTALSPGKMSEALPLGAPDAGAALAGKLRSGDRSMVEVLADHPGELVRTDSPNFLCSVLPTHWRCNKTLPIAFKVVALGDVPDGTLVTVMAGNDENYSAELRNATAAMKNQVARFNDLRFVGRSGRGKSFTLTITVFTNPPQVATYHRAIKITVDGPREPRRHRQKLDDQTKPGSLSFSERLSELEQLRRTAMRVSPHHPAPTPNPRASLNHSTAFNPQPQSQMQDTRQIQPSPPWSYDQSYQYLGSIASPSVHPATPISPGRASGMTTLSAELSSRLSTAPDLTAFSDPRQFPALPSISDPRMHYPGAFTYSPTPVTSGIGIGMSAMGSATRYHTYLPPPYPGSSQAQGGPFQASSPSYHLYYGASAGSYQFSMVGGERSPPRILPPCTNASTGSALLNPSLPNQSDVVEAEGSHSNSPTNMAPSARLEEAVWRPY
Target sequence (Q13951 whole entry, looked up): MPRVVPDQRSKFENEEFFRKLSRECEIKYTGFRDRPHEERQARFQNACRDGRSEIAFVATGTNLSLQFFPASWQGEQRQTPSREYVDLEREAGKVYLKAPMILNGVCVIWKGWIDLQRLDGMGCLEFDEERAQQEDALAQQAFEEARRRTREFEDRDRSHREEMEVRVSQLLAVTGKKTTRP
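Read-out: AlphaScreen. Format: His-CBF-beta with biotinylated RUNX1 (30 nM each) preincubated 20 min, compound 15 min, Ni-chelate plus streptavidin beads 90 min; room temperature throughout.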
NPSR antagonist = qHTS Assay for Antagonists of the Neuropeptide S Receptor: cAMP Signal Transduction | Potency, µM (titrated, usually from 38.3 µM), without a hit: at the top dose activity change, negative = inhibition, usual class: inhibitors | CHO-NPSR cells, cAMP TR-FRET, antagonist mode | 220,000 tested, 1% active | Q6W5P4; note: potency is the fitted concentration of half-maximal effect; % is set by controls: 0 for no effect and ±100 for the full control effect; nearly all actives have a fitted effect of over 50% in size; many of its hits are not listed in these tables
Target sequence (Q6W5P4 whole entry, looked up): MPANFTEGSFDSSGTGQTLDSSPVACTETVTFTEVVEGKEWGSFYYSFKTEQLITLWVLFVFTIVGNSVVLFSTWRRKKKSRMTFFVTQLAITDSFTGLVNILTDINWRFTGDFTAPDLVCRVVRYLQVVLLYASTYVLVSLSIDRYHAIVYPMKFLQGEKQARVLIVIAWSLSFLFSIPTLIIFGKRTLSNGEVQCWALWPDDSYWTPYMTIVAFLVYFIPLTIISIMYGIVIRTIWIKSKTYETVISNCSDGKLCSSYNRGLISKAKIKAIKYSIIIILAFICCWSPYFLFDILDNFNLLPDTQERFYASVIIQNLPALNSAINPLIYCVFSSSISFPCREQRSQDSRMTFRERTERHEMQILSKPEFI
Epigenetic derep = Quantitative High-Throughput Screen for Regulators of Epigenetic Control; murine LDR cells, GFP reporter derepression, 30 h; Potency, µM (series often up to 53.9 µM), for the others: top-dose GFP activation, most hits filed as activators; 280,000 tested, 0.2% active; AID 1865, 2009; note: potency is the fitted concentration of half-maximal effect; % of control where 0% means no effect; nearly all actives have a fitted effect of over 60% in size
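Derepression of a silenced CMV-GFP reporter in murine LDR cells is scored by enumerating GFP-positive cells with a laser-scanning microplate cytometer after 30 hours of treatment at 37 C.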
L3MBTL1 inh = qHTS Assay for the Inhibitors of L3MBTL1 | AlphaScreen L3MBTL1–H3K9me1 peptide binding | Lethal(3)malignant brain tumor-like protein 1 (Homo sapiens), Q9Y468 | Potency, µM (highest dose often 57.1 µM), for inactives: at the highest dose activity, negative = inhibition, actives largely listed as inhibitors | 230,000 tested, 0.66% active; note: potency is the fitted concentration of half-maximal effect; % is set by controls: 0 for no effect and ±100 for the full control effect; nearly all actives have a fitted effect of over 60% in size
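L3MBTL1 50 nM + b-AHA-H3(1-15)K9me1 75 nM, 30 min RT; compound added, 30 min RT; streptavidin donor/Ni-chelate acceptor beads 10 ug/mL each final, 30 min RT dark; AlphaScreen read.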
HttQ103 aggreg = qHTS Multiplex Assay to Identify Dual Action Probes in a Cell Model of Huntington: Aggregate Formation (GFP); PC12 HttQ103-GFP aggregates, Acumen cytometry, 40 h; AID 1688, 2009; Potency, µM (series often up to 46.1 µM), inactives show at the highest dose activity change, negative = inhibition, actives largely listed as inhibitors; 220,000 tested, 1.1% active; note: potency is the fitted concentration of half-maximal effect; % is set by controls: 0 for no effect and ±100 for the full control effect; nearly all actives have a fitted effect of over 60% in size
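Steps: seed 1500 PC12 HTTQ103-GFP cells/well; add tebufenozide, 100 nM final; add compound titration; add ATPLite reagent; quantify GFP aggregates by laser scanning cytometry.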
The depositor's hits bear a star; & = joins results of further samples; [ ] = dose if it differs, or a comment. Calls come from the whole dose curve; as a rule, active = well fitted curve in the direction sought with a large enough effect; inconclusive = small, poorly fitted or top-dose-only effect, or another doubt; inactive = no such curve, though single readings can be large; an effect the other way counts as inactive or inconclusive. An excerpt, so the mix of outcomes need not match the whole.

What do the screens show for `CCN(C(=O)COC(=O)c1ccccc1SCC(=O)NC1CCCCCCC1)C1CCS(=O)(=O)C1` (configuration not stated)?
IMPase Li cell: 7%; Luc counter: 1%; CBFb-RUNX1 inh: 5%; NPSR antagonist: -8%; Epigenetic derep: 1.0%; L3MBTL1 inh: 4%; HttQ103 aggreg: -10%

How did CCOC(=O)N1CCC(NC(=O)c2ccc(CO)c(C(=O)NC3CCN(C(=O)OCC)CC3)c2)CC1 do in these assays?
IMPase Li cell: -6%; Luc counter: 4%; CBFb-RUNX1 inh: -1%; NPSR antagonist: 5%; Epigenetic derep: 2.0%; L3MBTL1 inh: 9%; HttQ103 aggreg: 18%

What do the screens show for `CC1CCN(c2nc3ccc(C(=O)N4CCN(Cc5ccccc5)CC4)cc3s2)CC1`?
IMPase Li cell: 4%[38.3 µM]; Luc counter: 0%; CBFb-RUNX1 inh: -10%; NPSR antagonist: -18%[46.1 µM]; Epigenetic derep: -2.9%; HttQ103 aggreg: -27%

What do the screens show for `Cc1ccc(-n2nc(C)c3c(C)onc3c2=O)cc1`?
CBFb-RUNX1 inh: 10%; NPSR antagonist: -12%; Epigenetic derep: -1.7%; L3MBTL1 inh: 0%; HttQ103 aggreg: -7%[9.22 µM]

What do the screens show for `COc1ccc(-c2nc(NC(C)=O)sc2-c2ccc(OC)cc2)cc1`?
IMPase Li cell: -1%; Luc counter: 5%; CBFb-RUNX1 inh: 6%; NPSR antagonist: -59%; Epigenetic derep: -4.5%; L3MBTL1 inh: -21%; HttQ103 aggreg: -2%

Results for COCCNC(=O)c1cn(Cc2c(F)cccc2Cl)nn1 ?
IMPase Li cell: -4%[38.3 µM]; Luc counter: -4%; CBFb-RUNX1 inh: 0%; NPSR antagonist: 1%[46.1 µM]; Epigenetic derep: -0.9%; L3MBTL1 inh: 5%; HttQ103 aggreg: 6%

How did Cc1ccc(NC(=O)CSCC(=O)Nc2ncc3c(n2)CC(c2ccco2)CC3=O)cc1 (configuration not stated) do in these assays?
IMPase Li cell: 5%[38.3 µM]; Luc counter: 3%; CBFb-RUNX1 inh: -1%; NPSR antagonist: -8%[46.1 µM]; Epigenetic derep: -0.8%; L3MBTL1 inh: inconclusive; HttQ103 aggreg: -2%

How did COc1ccccc1N(CCN1C(=O)c2cccc3cccc(c23)C1=O)C(=O)c1ccncc1 do in these assays?
IMPase Li cell: -2%; Luc counter: -3%; CBFb-RUNX1 inh: -9%; NPSR antagonist: -2%; Epigenetic derep: -0.9%[10.1 µM]; L3MBTL1 inh: 2%; HttQ103 aggreg: -13%[9.22 µM]

What do the screens show for `CCOC(=O)CN1C(=O)N[C@@H](c2ccco2)C(C(C)=O)=C1C`?
IMPase Li cell: 2%; Luc counter: -2%[7.66 µM]; CBFb-RUNX1 inh: 3%[13.1 µM]

Results for CC(=O)OCC1=C(C(=O)O)N2C(=O)[C@@H](NC(=O)Cc3cccs3)[C@@H]2SC1 ?
IMPase Li cell: -4%; Luc counter: -6%[17.1 µM]; CBFb-RUNX1 inh: inconclusive; Epigenetic derep: 0.3%[16.9 µM]

What do the screens show for `CCc1nc(NCCO)c(C#N)c2c1CCCC2`?
CBFb-RUNX1 inh: 11%; NPSR antagonist: -3%; Epigenetic derep: 6.6%; L3MBTL1 inh: -6%; HttQ103 aggreg: -26%[9.22 µM]

Results for COc1ccccc1OS(=O)(=O)c1ccc(NC(C)=O)cc1 ?
IMPase Li cell: 6%; Luc counter: -1%; CBFb-RUNX1 inh: -4%; NPSR antagonist: -7%; Epigenetic derep: 0.4%; L3MBTL1 inh: 5%; HttQ103 aggreg: inconclusive

How did O=C(O)c1c[nH]c(=O)c2ccccc12 do in these assays?
IMPase Li cell: -5%; Luc counter: -5%; CBFb-RUNX1 inh: -16%; NPSR antagonist: 16%; Epigenetic derep: -5.3%; HttQ103 aggreg: 11%

What do the screens show for `CSCc1cc(N2CCOCC2)nc(SCc2ccc(Cl)cc2Cl)n1`?
IMPase Li cell: 9%[38.3 µM]; Luc counter: 1%; CBFb-RUNX1 inh: -4%; NPSR antagonist: inconclusive; Epigenetic derep: -3.7%; L3MBTL1 inh: -7%; HttQ103 aggreg: 5%

Results for O=C(Nc1cc2ccccc2oc1=O)c1ccccc1 ?
IMPase Li cell: -10%; Luc counter: 11µM*; CBFb-RUNX1 inh: -5%; NPSR antagonist: -19%; Epigenetic derep: -1.6%; L3MBTL1 inh: 8%; HttQ103 aggreg: -9%

How did Cc1cccc(/C=C(\C(=O)C(=O)O)c2ccc3ccccc3n2)c1 do in these assays?
IMPase Li cell: 11%; Luc counter: 0%; CBFb-RUNX1 inh: 0%; NPSR antagonist: -11%; Epigenetic derep: -1.4%; L3MBTL1 inh: 14%; HttQ103 aggreg: -2%

What do the screens show for `O=c1c(N2CCOCC2)c(N2CCOCC2)c1=O`?
CBFb-RUNX1 inh: -2%; NPSR antagonist: 14%; Epigenetic derep: 1.0%; HttQ103 aggreg: 2%[9.22 µM]

What do the screens show for `CS(=O)(=O)N(CC(=O)NCc1ccc2c(c1)OCO2)c1cccc(Cl)c1`?
IMPase Li cell: 15%; Luc counter: -2%; CBFb-RUNX1 inh: -4%; NPSR antagonist: 6%; Epigenetic derep: 0.0%; L3MBTL1 inh: -5%; HttQ103 aggreg: 4%[9.22 µM]

What do the screens show for `CCOc1cc(C(=O)NC)cc(OCC)c1OCC`?
IMPase Li cell: -7%[38.3 µM]; Luc counter: 3%; CBFb-RUNX1 inh: 3%; NPSR antagonist: 5%[46.1 µM]; Epigenetic derep: 0.0%; L3MBTL1 inh: 2%; HttQ103 aggreg: -6%

Results for COc1ccc(C(=O)Nc2cccc(C)c2)cc1 ?
IMPase Li cell: 8%[38.3 µM]; Luc counter: inconclusive; CBFb-RUNX1 inh: 2%; NPSR antagonist: -12%[46.1 µM]; Epigenetic derep: -2.0%; L3MBTL1 inh: 3%; HttQ103 aggreg: 5%

Random excerpt: two compounds from above
What do the screens show for `COc1ccc(-c2nc(NC(C)=O)sc2-c2ccc(OC)cc2)cc1`?
IMPase Li cell: -1%; Luc counter: 5%; CBFb-RUNX1 inh: 6%; NPSR antagonist: -59%; Epigenetic derep: -4.5%; L3MBTL1 inh: -21%; HttQ103 aggreg: -2%

Results for COc1ccc(C(=O)Nc2cccc(C)c2)cc1 ?
IMPase Li cell: 8%[38.3 µM]; Luc counter: inconclusive; CBFb-RUNX1 inh: 2%; NPSR antagonist: -12%[46.1 µM]; Epigenetic derep: -2.0%; L3MBTL1 inh: 3%; HttQ103 aggreg: 5%

Additional entries
Results for CC(=O)Nc1ccc2c(c1)ncn2C ?
IMPase Li cell: 5%; Luc counter: -3%; CBFb-RUNX1 inh: 4%; NPSR antagonist: -3%[46.1 µM]; Epigenetic derep: -1.2%; L3MBTL1 inh: 3%; HttQ103 aggreg: -28%

Results for CCOC(=O)N1CCN(C(=O)CSc2nc3c(cnn3-c3ccccc3)c(=O)[nH]2)CC1 ?
IMPase Li cell: -4%[38.3 µM]; Luc counter: 3%; CBFb-RUNX1 inh: -1%; NPSR antagonist: -11%[46.1 µM]; Epigenetic derep: 2.7%; HttQ103 aggreg: 17%

How did C/C(=N\NC(=O)CSc1nc(C)cc(C)n1)c1cccs1 do in these assays?
IMPase Li cell: 3%; Luc counter: -2%; CBFb-RUNX1 inh: 2%; NPSR antagonist: 2%; Epigenetic derep: -0.9%; L3MBTL1 inh: 7%; HttQ103 aggreg: -2%

What do the screens show for `O=C(Nc1cc(-c2ccccc2)[nH]n1)c1ccc(Cl)cc1`?
CBFb-RUNX1 inh: 3%&-3%; NPSR antagonist: 1%&15%; Epigenetic derep: -2.2%&-1.3%; L3MBTL1 inh: -10%&-12%; HttQ103 aggreg: -8%&2%[9.22 µM]

How did O=C(COc1ccc2ccccc2c1)NNC(=O)c1cnccn1 do in these assays?
IMPase Li cell: -3%; Luc counter: 0%; CBFb-RUNX1 inh: 1%; NPSR antagonist: 13%; Epigenetic derep: -1.9%; L3MBTL1 inh: 11%; HttQ103 aggreg: -4%

Results for Cc1nc(SCC(=O)NCC2CCCO2)c2oc3ccccc3c2n1 (configuration not stated) ?
IMPase Li cell: -10%[38.3 µM]; Luc counter: -9%; CBFb-RUNX1 inh: -4%; NPSR antagonist: 21%[46.1 µM]; Epigenetic derep: -0.2%; L3MBTL1 inh: 6%; HttQ103 aggreg: 16%

What do the screens show for `COc1ccc(-n2cc(-c3ccccc3)[n+]3c2CCCCC3)cc1`?
IMPase Li cell: 23%; Luc counter: 4%; CBFb-RUNX1 inh: -2%; NPSR antagonist: 11%; Epigenetic derep: 7.4%; L3MBTL1 inh: -2%; HttQ103 aggreg: inconclusive

What do the screens show for `O=C(O)CSc1ccc(NC(=O)Nc2ccccc2F)cc1`?
CBFb-RUNX1 inh: 0%; NPSR antagonist: -32%; Epigenetic derep: 0.0%; L3MBTL1 inh: 5%; HttQ103 aggreg: 14%[9.22 µM]

Results for COc1ccccc1NC(=O)CNC(=O)c1ccc(F)cc1 ?
IMPase Li cell: 7%[38.3 µM]; Luc counter: 4%; CBFb-RUNX1 inh: -2%; NPSR antagonist: -6%[46.1 µM]; Epigenetic derep: -3.5%; L3MBTL1 inh: 8%; HttQ103 aggreg: 10%

Results for Cn1cnnc1SCC(=O)Nc1ccc2nc(SCc3ccccc3F)sc2c1 ?
IMPase Li cell: 12%[38.3 µM]; Luc counter: 0%; CBFb-RUNX1 inh: -9%; NPSR antagonist: -4%[46.1 µM]; Epigenetic derep: 0.1%; HttQ103 aggreg: inconclusive

What do the screens show for `Cc1ccc(NC(=S)NCc2ccccn2)cc1`?
IMPase Li cell: 4%[38.3 µM]; Luc counter: -3%; CBFb-RUNX1 inh: -2%; NPSR antagonist: -9%[46.1 µM]; Epigenetic derep: -0.9%; L3MBTL1 inh: 6%; HttQ103 aggreg: -11%

How did O=C(CN1CCOCC1)Nc1nc2ccc(Br)cc2s1 do in these assays?
IMPase Li cell: 36%[38.3 µM]; Luc counter: 23%; CBFb-RUNX1 inh: 0%; NPSR antagonist: -9%[46.1 µM]; Epigenetic derep: 2.1%; HttQ103 aggreg: inconclusive

How did COc1ccc(N/N=C(\C#N)C(=O)NCCc2ccc(OC)c(OC)c2)cc1 do in these assays?
CBFb-RUNX1 inh: 4%; NPSR antagonist: 27%; Epigenetic derep: 6.4%; L3MBTL1 inh: -10%; HttQ103 aggreg: 17%[9.22 µM]
